# Assay outcomes from PubChem BioAssay.
# TRPM1 prom inh: inhibitors of MITF-dependent TRPM1 promoter reporter, primary screen, cell-based, SK-MEL-5, single point, luciferase. SK-MEL-5 TRPM1 promoter luciferase, 24 h. inhibition, % at 12.5 µM. hit rate 0.83% among 330,000. AID 488899, 2010;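 active = mean inhibition across replicates of 60% or more, whatever share of single replicates reaches that level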; note: values of inactives mirror those of a sister screen read the other way
# TRAIL sens C8: viability loss with TRAIL in NB7+C8 cells, primary screen, TRAIL sensitizer project, cell-based, ATPlite luminescence | inhibition (viability loss, TRAIL sensitization), % at 10 µM | hit rate 1% among 360,000;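 active = compounds causing at least 50% loss of cell viability in the single-dose screen, relative to plate controls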
# KKLEB cytotox: cytotoxicity in KKLEB CF airway cells, primary screen, cytotoxicity control for CF NF-kB inhibitor project, cell-based, uHTS, fluorescence assay plates. hit rate 0.36% among 360,000. activity change (cytotoxicity), % at 5 µM. KKLEB CF airway cells viability, ATPlite luminescence, overnight; stronger effect = lower value; cells stimulated with P. aeruginosa culture filtrate. AID 602141, 2011;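 active = corrected activity change at or below -50% at 5 µM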
# CF NFkB inh: inhibitors of PAF-induced NF-kB signaling, primary screen, cell-based, GFP fluorescence, uHTS. KKLEB NF-kB-GFP reporter, GFP fluorescence overnight. inhibition, % at 5 µM. hit rate 0.86% among 360,000. AID 588850, 2011;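 active = at least 50% inhibition at 5 µM, scaled per plate between neutral and stimulator controls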;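 note: PAF is a Pseudomonas aeruginosa culture filtrate used as stimulus; plate controls were PAF-stimulated DMSO wells for no effect and unstimulated DMSO wells for full effect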
# Shn3 3UTR inh: reduction of Shn3 3'UTR firefly luciferase signal, primary screen, Schnurri-3 inhibitor project, cell-based, Clone20 osteoblasts, set 2; Clone20 osteoblast Shn3 3'UTR firefly luciferase, 24 h; inhibition, % at 12.5 µM; hit rate 0.52% among 360,000;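 active = mean inhibition of at least 75% with every replicate also reaching 75%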;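 note: 0% = median of neutral control wells and 100% = pilot-screen positive control compound; some compounds past the cut are filed as inactive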
# hiPSC survival: enhancers of single-cell hiPSC survival, primary screen, ATPlite luminescence. 100% = ROCK inhibitor wells, 0% = DMSO. survival enhancement, % at 20 µM. hit rate 0.044% among 360,000. AID 602274, 2012; in the data active = survival enhancement above about 18%;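 note: cells exposed to compounds for 16 hours before the ATP read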
# Peg3 promoter: Peg3 promoter-driven luciferase inhibitors, primary screen, cell-based, HeLa, luciferase luminescence; inhibition, % at 20 µM; HeLa PEG-Prom luciferase reporter, overnight; hit rate 1.7% among 360,000;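 active = inhibition of at least 50% at 20 µM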
# HIF-2a inh: HIF-2a reporter inhibitors, primary screen, luminescence, 786-0 RCC cells. hit rate 0.72% among 360,000. inhibition, % at 18.8 µM. AID 624352, 2012. 786-0 RCC cells HIF-2a reporter, luciferase luminescence, overnight;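 active = inhibition of the luminescence signal of 40% or more relative to plate controls, in a single-dose primary screen at 18.75 µM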
# NR2E3 ag-1: NR2E3 agonists in two-hybrid cells, primary screen, cell-based, luminescence, CHO-S, Gal4-NCOR/VP16-NR2E3. luciferase. inhibition of corepressor binding, % at 3.98 µM. hit rate 0.35% among 360,000. AID 602229, 2012;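 active = inhibition above the mean of all tested compounds plus 3 SD, cut at about 70% in these data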;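 note: 0% = DMSO with NR2E3 transfected cells and 100% = cells lacking NR2E3 construct; higher means lower luciferase signal from less NR2E3 corepressor binding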
# Target sequence (Q9Y5X4 whole entry, looked up, the tested form may be a part): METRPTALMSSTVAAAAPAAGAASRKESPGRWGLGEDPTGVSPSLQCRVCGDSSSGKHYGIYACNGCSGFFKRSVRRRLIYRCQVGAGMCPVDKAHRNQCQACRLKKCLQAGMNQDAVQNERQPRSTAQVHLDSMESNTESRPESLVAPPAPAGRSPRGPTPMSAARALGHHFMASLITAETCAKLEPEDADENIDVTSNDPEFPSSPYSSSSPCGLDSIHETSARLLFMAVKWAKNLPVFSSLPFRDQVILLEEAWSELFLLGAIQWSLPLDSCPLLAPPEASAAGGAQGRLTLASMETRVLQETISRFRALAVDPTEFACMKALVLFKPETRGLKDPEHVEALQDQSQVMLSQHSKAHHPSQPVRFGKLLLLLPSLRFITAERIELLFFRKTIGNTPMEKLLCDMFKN
# NR2E3 ag-2: inhibitors of NR2E3-RetCOR corepressor binding, primary screen, NR2E3 agonist project, biochemical, TR-FRET, GST-NR2E3, biotin-RetCOR. 1536-well. hit rate 0.12% among 320,000. Photoreceptor-specific nuclear receptor (Homo sapiens), Q9Y5X4. inhibition of corepressor binding, % at 4.78 µM. AID 2300, 2010;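 active = percent inhibition above the cutoff of mean plus 3 SD of all tested compounds, set per screening campaign, cut at about 20% in these data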;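 note: 0% = DMSO wells and 100% = biotin wells as full block of FRET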
#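 Material: NR2E3–RetCOR corepressor complex | Quantity: 1.35 nM GST-tagged NR2E3 final | Schedule: 5 h at 4 °C | Replication: Singlicate compound wells | Reagent: RetCOR corepressor, biotinylated, 7 nM | Controls: Biotin wells as high control, 0.6% DMSO wells as low control | Signal: TR-FRET, Eu(K)-anti-GST donor, streptavidin-D2 acceptor, ex 340, em 617/671 nm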
# LMP1 NFkB inh: EBV LMP1-driven NF-kappaB luciferase reporter inhibitors, primary screen, cell-based, luminescence, single point | LMP1-induced NF-kappaB luciferase reporter cells | inhibition, % at 12.5 µM | AID 504558, 2011 | hit rate 0.69% among 350,000; in the data active = inhibition above about 41%;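 note: 0% = neutral control wells and 100% = reference inhibitor control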
# * = called active by the depositor; . = no result given. The list is partial, so the mix of outcomes need not match the whole.
no.	Molecule	TRPM1 prom inh	TRAIL sens C8	KKLEB cytotox	CF NFkB inh	Shn3 3UTR inh	hiPSC survival
1	CC(CCc1ccccc1)NC(=O)c1ccc(Br)o1 (configuration not stated)	1	-14	3	6	1	1.2
2	COc1ccc(CN2C(=O)C(CC(=O)NCc3cccs3)CC(C(=O)N(C)C)=C2C)cc1 (configuration not stated)	.	1	5	10	-4	0.4
3	COc1cccc(C(=O)NCCS(=O)(=O)NCCc2ccc(OC)c(OC)c2)c1	8	-12	-14	28	9	-0.6
4	Cc1cccc(N2CCN(C(=S)Nc3ccc4nc(N5CCN(C)CC5)cc(C)c4c3)CC2)c1C	96*	93*	-73*	43	85	-0.6
5	CN(C)C(=O)CCCc1nc(-c2ccc(Cl)cc2)no1	-37	11	-10	13	-20	-2.5
6	COCc1nnc(NS(=O)(=O)c2c(C)cc(C)cc2C)s1	-3	1	7	-2	-30	-1.0
7	O=C(Nc1ccc2c(c1)Cc1cc([N+](=O)[O-])ccc1-2)C(F)(F)F	.	18	-8	-35	-25	-0.5
8	COC(=O)c1ccccc1Oc1cc(C(F)(F)F)nc(-c2ccccn2)n1	-8	2	-2	14	6	-0.4

no.	Peg3 promoter	HIF-2a inh	NR2E3 ag-1	NR2E3 ag-2	LMP1 NFkB inh
1	8	-2	16	2	7
2	-5	6	-30	.	-7
3	26	16	-25	0	-6
4	104*	82*	11	.	82*
5	-204	-141	-129	1	-29
6	7	16	11	0	5
7	-85	-98	-19	.	.
8	17	18	8	6	0

# The listing continues.
no.	Molecule	TRPM1 prom inh	TRAIL sens C8	KKLEB cytotox	CF NFkB inh	Shn3 3UTR inh	hiPSC survival
9	O=C(O)CSc1nnc(-c2cccnc2)n1Cc1ccccc1	3	-4	-1	-3	3	0.0
10	O=C(NCc1cccc(C(F)(F)F)c1)c1ccc2sc([C@@H]3O[C@H](CO)[C@H](O)[C@H](O)[C@H]3O)nc2c1	.	5	-5	-2	27	4.5
11	CCOc1ccccc1NC(=O)CC(O)(C(F)(F)F)C(F)(F)F	2	-9	-7	11	4	-1.6
12	CCN(Cc1ccccc1)S(=O)(=O)c1ccc(S(=O)(=O)N2CCN(C)CC2)cc1	-5	4	5	4	13	0.2
13	CN(C(=O)c1cnc2n(c1=O)CCS2)C1CCCCC1	.	6	2	-3	-8	2.4
14	CCC(C(=O)NCCCN1CCN(CC)CC1)n1nc(C)n2c(cc3occc32)c1=O (configuration not stated)	-11	-10	28	-22	-2	0.3
15	O=C(CCS(=O)(=O)c1ccc(Cl)cc1)N1CCN(c2ccccc2F)CC1	-14	-34	4	-4	14	0.3
16	COc1ccc(CNC(=O)C2CCN(c3nccs3)CC2)cc1	6	-3	10	-5	-4	-1.8

no.	Peg3 promoter	HIF-2a inh	NR2E3 ag-1	NR2E3 ag-2	LMP1 NFkB inh
9	8	-9	-1	5	-4
10	14	14	-18	.	.
11	10	7	2	-2	-13
12	10	1	-16	5	-5
13	2	8	9	1	9
14	14	4	0	-1	-10
15	1	0	-24	1	1
16	-1	19	-9	1	-2

# The listing continues:
no.	Molecule	TRPM1 prom inh	TRAIL sens C8	KKLEB cytotox	CF NFkB inh	Shn3 3UTR inh	hiPSC survival
17	CCCN1Cc2cccc(C(=O)NC(C)c3cccs3)c2C1=O (configuration not stated)	7	-25	-6	-9	7	-2.2
18	c1ccc(-c2ccc(C3=Nn4c(nnc4-c4cc(-c5ccccc5)n[nH]4)SC3)cc2)cc1	-23	9	0	-18	-5	5.3
19	CCc1[nH]c(=O)[nH]c1C(C)S(=O)(=O)c1ccc(C)cc1 (configuration not stated)	-14	-7	5	5	0	-1.9
20	Cc1cc(NC(=O)Nc2ccc(C)c(C)c2)no1	-49	-2	14	5	-31	-0.9
21	CSc1ncc(C(=O)Nc2ccc(C)cc2C)c(C)n1	-1	17	3	-19	-14	-0.5
22	CCC(OC(=O)C1=Cc2ccccc2OC1)C(=O)NC1CCCC1 (configuration not stated)	9	-13	7	10	56	-0.1
23	CCN(CC)CCNC(=O)c1ccc(NC(=O)c2ccc(S(=O)(=O)N(C)c3ccccc3OC)cc2)cc1	-16	9	-13	18	-2	-2.3
24	CCN(CC)S(=O)(=O)c1ccc(NC(=S)NC(=O)C(C)C)cc1	3	-6	-15	8	-11	0.8

no.	Peg3 promoter	HIF-2a inh	NR2E3 ag-1	NR2E3 ag-2	LMP1 NFkB inh
17	14	8	16	3	10
18	11	-29	-16	-2	4
19	9	6	-13	1	-3
20	-169	-166	-82	2	1
21	5	-4	-21	3	3
22	6	-7	4	-4	-5
23	10	17	-8	.	-1
24	6	12	-10	1	-4

# (cont.)
no.	Molecule	TRPM1 prom inh	TRAIL sens C8	KKLEB cytotox	CF NFkB inh	Shn3 3UTR inh	hiPSC survival
25	CCOC(=O)c1oc2ccccc2c1CN1CCOCC1	3	-2	-6	0	2	0.4
26	COc1ccc2c(C)cc(=O)oc2c1OCC(O)CN1CCOCC1 (configuration not stated)	.	-2	0	-15	-6	-1.9
27	CSCCC(NS(=O)(=O)c1ccc2c(c1)oc(=O)n2C)C(=O)NC1CCCc2ccccc21 (configuration not stated)	4	1	-7	-4	-13	2.9
28	CC(NC(C(=O)c1ccccc1)c1ccccc1)c1ccccc1 (configuration not stated)	5	-10	-6	24	7	-1.3
29	CCn1cc(C(=O)N(C)c2cc(C)ccc2OC)c2cc(OC)c(OC)cc2c1=O	-2	-15	4	-7	6	-0.6
30	O=C(NCC(=O)N1CCN(S(=O)(=O)c2cccc(F)c2)CC1)c1ccc(Br)o1	3	6	4	2	-53	-0.3
31	COC(=O)CCC(=O)N1CCc2cc(S(=O)(=O)N3CCc4ccccc43)ccc21	0	10	-12	22	5	7.0
32	CCOc1ccc(CC(=O)C2C(=O)CC(C)(C)CC2=O)cc1OCC	7	8	1	-6	3	-1.4

no.	Peg3 promoter	HIF-2a inh	NR2E3 ag-1	NR2E3 ag-2	LMP1 NFkB inh
25	6	9	4	5	1
26	13	5	-6	.	.
27	4	2	-6	1	-13
28	-28	-40	-64	.	-7
29	6	16	-13	1	9
30	1	9	-11	1	13
31	11	18	-16	-2	0
32	1	4	-17	-1	-5

# More compounds follow:
no.	Molecule	TRPM1 prom inh	TRAIL sens C8	KKLEB cytotox	CF NFkB inh	Shn3 3UTR inh	hiPSC survival
33	CCOC(=O)N1CCN(C(=O)c2cc3c(s2)-c2ccccc2OC3)CC1	-1	-9	-9	-19	6	1.8
34	COc1cc(OC)cc(C(=O)Nc2cccc(NC(C)=O)c2)c1	11	30	-3	-3	-17	0.9
35	COc1ccc(OC)c(NC(=O)c2nc(-c3ccccc3)oc2C)c1	2	0	-11	13	-18	-0.3
36	c1ccc(Nc2nc(-c3ccncc3)cs2)nc1	-53	26	6	-13	-37	-0.3
37	CS(=O)(=O)N(CC(=O)Nc1ccccc1C(=O)N1CCCC1)c1ccc2c(c1)OCO2	-22	-7	7	-4	-21	0.3
38	O=C(NCCCNC(=O)c1cccnc1)c1ccc(Cl)cc1	-2	-5	2	-24	-26	1.3
39	CCOc1cccc(CN2CCC(n3nccc3NC(=O)c3ccc4c(c3)OCO4)CC2)c1	8	-11	13	-17	10	-0.4
40	CCCCn1c(N)c(N(CCC(C)C)C(=O)c2ccc3ccccc3c2)c(=O)[nH]c1=O	4	9	-16	24	7	-0.3

no.	Peg3 promoter	HIF-2a inh	NR2E3 ag-1	NR2E3 ag-2	LMP1 NFkB inh
33	-34	-59	8	0	-7
34	-14	-17	15	0	-6
35	13	10	-5	1	-6
36	-305	-172	-127	-2	-19
37	8	8	-2	5	-9
38	7	12	-32	1	-6
39	5	13	10	-1	-5
40	7	-5	-45	2	1

# Later entries.
no.	Molecule	TRPM1 prom inh	TRAIL sens C8	KKLEB cytotox	CF NFkB inh	Shn3 3UTR inh	hiPSC survival
41	COc1cc(-c2c(C#N)c(N)nc3[nH]c(=S)[nH]c(=O)c23)ccc1O	-3	0	4	11	17	-0.1
42	Cc1ccc(S(=O)(=O)C2(C(=O)NCc3ccc4c(c3)OCO4)CC2)cc1	.	-6	-8	36	18	1.4
43	c1ccc(-c2cnc(-c3ccccc3)nn2)cc1	-12	52*	-5	-1	-53	-4.2
44	CC(O)c1c(-c2ccccc2)nn(C)c1Cl (configuration not stated)	-1	1	-24	22	-5	-0.6
45	COc1ccc(NC(=O)C2Cc3c(-c4cccc(NC(C)=O)c4)ccnc3O2)cc1 (configuration not stated)	.	17	-17	10	-13	0.1
46	Nc1nc(NCc2ccccc2Cl)n(-c2ccccc2)n1	-5	-17	-20	7	3	-0.2
47	CCOC(=O)N/N=C/c1ccc(C)o1	6	-8	16	-7	-1	-0.9
48	CCCCn1c(N)c(N(CCC(C)C)C(=O)c2ccc3c(c2)OCO3)c(=O)[nH]c1=O	0	25	-4	5	-3	-0.3
49	O=C(O)/C(=C\c1cccc(O)c1)c1ccc(S(=O)(=O)N2CCCC2)s1	-4	23	12	-35	-8	-2.9

no.	Peg3 promoter	HIF-2a inh	NR2E3 ag-1	NR2E3 ag-2	LMP1 NFkB inh
41	-5	10	9	-1	0
42	4	17	-24	2	-10
43	-193	-113	-113	3	-2
44	15	11	3	0	4
45	4	12	-63	.	.
46	15	12	-8	0	-5
47	0	-10	-4	-2	-15
48	4	1	23	-3	0
49	2	9	-25	1	-3
